SENP6 block = SENP6 protease inhibitors, primary screen, biochemical, luminescence, uHTS | inhibition, % at 10 µM | Recombinant SENP6 catalytic domain, aminoluciferin luminescence | Sentrin-specific protease 6 (Homo sapiens), Q9GZR1 | 1.8% of 330,000 active;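 active = inhibition above about 50% at the single tested dose, limit read from the data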;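 note: plate controls were DMSO wells with enzyme for no effect and DMSO wells lacking enzyme for full effect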
SENP8 block-1 = human SENP8 protease inhibitors, primary screen, biochemical, fluorescence, Nedd8 protein substrate, uHTS; inhibition, % at 20 µM; AID 602440, 2012; recombinant SENP8; Sentrin-specific protease 8 (Homo sapiens), Q96LD8; 0.64% of 360,000 active; in the data active = inhibition mostly above about 40%, no sharp cut-off; inactive = mostly below about 27%
Target sequence (Q96LD8 whole entry, looked up): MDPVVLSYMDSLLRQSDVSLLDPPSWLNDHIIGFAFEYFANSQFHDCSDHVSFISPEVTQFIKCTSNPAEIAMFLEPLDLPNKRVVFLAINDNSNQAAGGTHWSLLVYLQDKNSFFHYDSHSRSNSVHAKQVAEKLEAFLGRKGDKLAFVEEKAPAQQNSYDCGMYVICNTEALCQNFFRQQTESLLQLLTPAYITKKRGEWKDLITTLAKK
SENP7 inh = SENP7 protease inhibitors, primary screen, biochemical, luminescence, uHTS | inhibition, % at 5 µM | recombinant SENP7, Z-RLRGG-aminoluciferin luminescence, 40 min | 1.5% of 330,000 active | AID 434973, 2010 | Sentrin-specific protease 7 (Homo sapiens), Q9BQF6;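 active = inhibition above about 50% at the single test dose, limit read from the data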;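 note: plate controls were DMSO with enzyme for no effect and no enzyme buffer wells for full effect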
Target sequence (Q9BQF6 706-1050 limits assumed): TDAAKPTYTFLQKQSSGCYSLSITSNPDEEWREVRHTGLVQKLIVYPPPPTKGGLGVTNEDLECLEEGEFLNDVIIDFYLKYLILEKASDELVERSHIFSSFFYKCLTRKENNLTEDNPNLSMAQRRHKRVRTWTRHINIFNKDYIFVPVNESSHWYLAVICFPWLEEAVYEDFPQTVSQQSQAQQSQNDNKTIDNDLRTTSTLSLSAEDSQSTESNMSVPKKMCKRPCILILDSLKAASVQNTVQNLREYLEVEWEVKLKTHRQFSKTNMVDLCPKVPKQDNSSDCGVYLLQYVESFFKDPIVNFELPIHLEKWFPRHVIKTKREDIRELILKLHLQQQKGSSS
SENP1 inh = human SENP1 catalytic domain inhibitors, primary screen, biochemical, FRET, uHTS. recombinant SENP1 catalytic domain, CyPet-SUMO1-YPet FRET cleavage. inhibition, % at 10 µM. 0.21% of 360,000 active. AID 624204, 2012;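 active = inhibition at least 30% at 10 µM, raw YFP signal under a set limit, fluorescence ratio 0.5 to 1.5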;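 note: 0% = enzyme with DMSO and 100% = no enzyme wells; some results filed as inactive read as strong as hits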
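material = recombinant human SENP1 catalytic domain, His6-tagged | quantity = 20 pM enzyme | reagent = 25 nM SUMO1 FRET substrate | compound dosing = 10 µM single point, 0.5% DMSO | timing = 50 min enzyme reaction, room temperature, light-protected | detection = FRET, CFP and YFP emission | control set = no-enzyme low, enzyme-DMSO high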
Apaf-1 inh = inhibitors of human Apaf-1 apoptosome, primary screen, biochemical, DEVD-Rh110 fluorescence, uHTS; Apoptotic protease-activating factor 1 (Homo sapiens), O14727; reconstituted apoptosome caspase-3 activity; inhibition, % at 20 µM; 0.71% of 330,000 active; AID 489030, 2010; active = inhibition of at least 40% at 20 µM;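 note: plate controls were DMSO wells for no effect and DEVD-CHO caspase inhibitor wells for full effect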
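Material: biochemical Apaf-1 apoptosome reconstitution. Medium: Hepes buffer, pH 7.5. Also added: cytochrome c activation, bis-DEVD rhodamine 110 substrate. Timing: 30 min compound preincubation, 50 min activation, room temperature. Measured by: rhodamine 110 fluorescence at Ex 480/Em 540 nm.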
UBC13 inh = UBC13 polyubiquitin chain formation inhibitors, primary screen, biochemical, TR-FRET, uHTS; Ubiquitin-conjugating enzyme E2 N (Homo sapiens), P61088; inhibition, % at 20 µM; 0.47% of 330,000 active; in the data active = inhibition above about 45%, passing the limit was not always enough
SENP8 block-2 = SENP8 protease inhibitors, primary screen, biochemical, luminescence; AID 2540, 2010; inhibition, % at 10 µM; 1.2% of 330,000 active; purified SENP8, Z-RLRGG-aminoluciferin cleavage; Sentrin-specific protease 8 (Homo sapiens), Q96LD8; in the data active = inhibition above about 50%
A3G deaminase = APOBEC3G DNA deaminase inhibitors, primary screen, biochemical, fluorescence, single-stranded DNA substrate, uHTS | inhibition, % at 20 µM | recombinant A3G, ssDNA deamination FAM/TAMRA fluorescence | DNA dC->dU-editing enzyme APOBEC-3G (Homo sapiens), Q9HC16 | 0.28% of 330,000 active | AID 493012, 2011;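 active = inhibition of at least 40% at 20 µM, with no more than 30% in the related APOBEC3A deaminase screen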;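 note: plate controls were DMSO wells with A3G for no effect and wells lacking A3G enzyme for full effect; some compounds called inactive have numbers as strong as hits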
Target sequence (Q9HC16 whole entry, looked up): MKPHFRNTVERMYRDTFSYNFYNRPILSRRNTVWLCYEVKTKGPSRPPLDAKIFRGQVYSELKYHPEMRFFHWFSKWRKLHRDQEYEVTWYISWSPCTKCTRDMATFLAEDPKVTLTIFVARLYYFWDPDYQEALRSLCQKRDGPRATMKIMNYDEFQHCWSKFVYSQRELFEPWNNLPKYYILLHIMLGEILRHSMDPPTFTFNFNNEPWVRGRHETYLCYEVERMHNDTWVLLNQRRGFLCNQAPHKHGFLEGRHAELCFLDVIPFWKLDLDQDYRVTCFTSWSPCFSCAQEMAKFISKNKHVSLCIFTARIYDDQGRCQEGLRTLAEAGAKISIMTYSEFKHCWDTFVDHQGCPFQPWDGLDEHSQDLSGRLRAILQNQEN
Numbers without * were called inactive; · = no result given.

Every second line gives: SENP6 block, SENP8 block-1, SENP7 inh, SENP1 inh, Apaf-1 inh, UBC13 inh, SENP8 block-2, A3G deaminase
> CC/C(=N\NC(=O)CCC(=O)NCc1ccccc1)c1ccc(O)cc1
→ 13, 0, 3, 2, 1, 11, 0, -5
> O=C(NCc1ccccc1)c1ccc(S(=O)(=O)C(F)F)cc1
→ -12, 22, 4, 0, 8, 3, -6, 1
> Cc1ccnc(NC(=O)COc2ccc(Cl)cc2)n1
→ -2, 4, -1, 0, -25, 24, -8, -7
> C/C(CC(=O)Nc1ccc(C)c(Cl)c1)=N\NC(=O)c1ccccn1
→ -19, 9, -11, 0, 2, -9, -4, -4
> O=C1C(c2ccc(F)cc2)N(C2CCCCC2)C(=O)CN1C1CCCC1 (stereo unspecified)
→ -6, 19, -9, 2, -14, 9, -7, -5
> O=C(NCCN1CCOCC1)c1cc2ccccc2oc1=O
→ -10, -59, -13, 2, 5, -10, -3, -8
> Cc1ccc(Cl)cc1NC(=O)CCS(=O)(=O)c1cccc2nonc12
→ -10, 3, 2, 2, -4, 6, 3, -5
> CCOc1cc(C(=S)N2CCOCC2)ccc1OC(=O)c1cccc(C)c1
→ -1, 16, -2, 2, 16, 1, 8, -8
> Cc1csc2nc(NC(=O)c3ccccc3)sc(=O)c12
→ -4, -33, 26, -97, -12, 5, -2, 4
> Cc1ccc(Nc2nc(N)nc(CN3CCc4ccccc4C3)n2)cc1
→ 13, 36, -1, -6, 27, 9, 3, -3
> CCOc1ccc(N2CC(C(=O)NNC(=O)c3ccc(F)cc3)CC2=O)cc1 (stereo unspecified)
→ 8, 12, 1, -1, -6, 1, 6, -5
> Nc1nncn1C(=O)CCCN1C(=O)c2ccccc2C1=O
→ -4, 15, -8, 1, 1, -9, -5, -4
> O=C(COc1ccc(Cl)cc1)Nc1ccc2oc(=O)ccc2c1
→ 15, -148, 1, -2, 11, 4, 3, -7
> Cc1cc(C)n(CCC(=O)N2CCN(S(=O)(=O)c3ccc(C)c(C)c3)CC2)n1
→ -4, 11, -3, -1, 4, 1, -1, -8
> CCCCn1c(N)c(N(CC)C(=O)c2ccco2)c(=O)[nH]c1=O
→ 1, 6, 1, -2, -11, -1, 5, -1

Reformatted: results already given.
Cc1csc2nc(NC(=O)c3ccccc3)sc(=O)c12
  SENP6 block = -4 | SENP8 block-1 = -33 | SENP7 inh = 26 | SENP1 inh = -97 | Apaf-1 inh = -12 | UBC13 inh = 5 | SENP8 block-2 = -2 | A3G deaminase = 4

Nc1nncn1C(=O)CCCN1C(=O)c2ccccc2C1=O
  SENP6 block = -4 | SENP8 block-1 = 15 | SENP7 inh = -8 | SENP1 inh = 1 | Apaf-1 inh = 1 | UBC13 inh = -9 | SENP8 block-2 = -5 | A3G deaminase = -4

CCOc1ccc(N2CC(C(=O)NNC(=O)c3ccc(F)cc3)CC2=O)cc1 (stereo unspecified)
  SENP6 block = 8 | SENP8 block-1 = 12 | SENP7 inh = 1 | SENP1 inh = -1 | Apaf-1 inh = -6 | UBC13 inh = 1 | SENP8 block-2 = 6 | A3G deaminase = -5

Later entries:
Every second line gives: SENP6 block, SENP8 block-1, SENP7 inh, SENP1 inh, Apaf-1 inh, UBC13 inh, SENP8 block-2, A3G deaminase
> CC(C)N1C(=O)c2ccc(C(=O)O)cc2C1=O
→ -4, 16, 4, 2, -2, -2, -1, 2
> Cc1cc(=O)n(CCCc2ccccc2)[nH]1
→ -6, 25, 11, 1, 12, 3, 0, 15
> Cc1ccc(NC(=O)NCCc2ccc(S(N)(=O)=O)cc2)cc1
→ 12, 20, 0, 0, -10, 9, -4, -8
> CNc1ccncc1S(=O)(=O)NC
→ 10, 3, 2, 0, -2, 3, 0, -3
> Cc1ccc(S(=O)(=O)N2CCN(CCOc3cccc(C)c3)CC2)cc1
→ -12, -5, -3, 3, 13, 8, -10, -8
> CCOC(=O)c1ccc(NC(=O)C2COc3ccccc3O2)cc1 (stereo unspecified)
→ -9, 12, 1, 2, 11, -1, 6, -4
> COc1ccc2c(CCNC(N)=S)c[nH]c2c1
→ -20, 24, 11, -2, 8, -7, 7, -4
> CCc1n(CC(O)COCc2ccccc2)c2ccccc2[n+]1C (stereo unspecified)
→ 4, -3, 7, 0, -6, 8, 1, 16
> CN(C(=O)CSc1nc(-c2ccccc2)cs1)C1CCS(=O)(=O)C1 (stereo unspecified)
→ -5, 21, 5, 0, 11, 8, -4, -1
> O=C(CN1C(=O)C2CCCCC2C1=O)Nc1cccc([N+](=O)[O-])c1 (stereo unspecified)
→ 0, -5, -6, -1, 2, -5, -6, 0
> O=C(c1ccco1)N1CCN(S(=O)(=O)c2ccc3c(c2)CCN3C(=O)C2CC2)CC1
→ -11, 6, 9, 2, 1, -1, 8, -2
> N#CCOc1ccccc1/C=C/c1nc2ccccc2c(=O)[nH]1
→ -10, -62, 2, -1, 5, -2, -8, -9
> Cc1cccc(C)c1NC(=O)CNC(=O)c1ccc2c(c1)OCCO2
→ -8, 1, -14, -4, 9, 3, -11, -6
> CN(CC1CCCO1)S(=O)(=O)c1ccc(C(=O)Nc2nccs2)cc1 (stereo unspecified)
→ -15, 1, -7, 1, 1, -6, -8, -5
> Cc1ccc(NC(=O)Cn2nnc(C(=O)NCc3ccco3)c2N)cc1
→ -10, 9, -1, 0, 2, -15, -14, 0
> CCOc1ccccc1Nc1nnc(SCC(=O)N(C)C2CCS(=O)(=O)C2)s1 (stereo unspecified)
→ -2, 8, 0, 5, -1, 16, -5, -6
> CN(Cc1ccccc1)C(=O)C(C(=O)c1ccc(F)cc1)n1cc(Cl)ccc1=O (stereo unspecified)
→ -5, -5, 7, -1, 12, -2, -3, 6
> Cc1ccc(C2=NS(=O)(=O)N(C)C(C(=O)Nc3cc(C)n(CC(=O)N4CCC(C)CC4)n3)=C2)cc1
→ 1, 14, 1, 2, 10, -8, 4, -3
> Cc1c(CC(=O)N2CCN(C(=O)C3COc4ccccc4O3)CC2)c(=O)oc2cc(O)cc(O)c12 (stereo unspecified)
→ 2, -471, 6, -35, 2, 28, 3, -4
> CCOC(=O)C1Oc2ccccc2C(c2ccc(F)cc2)=C1C(=O)OC (stereo unspecified)
→ ·, -3, 9, 0, 20, ·, ·, 4
> O=C(Nc1ccc(N2CCN(C(=O)C3CC3)CC2)cc1)c1cccs1
→ -20, 27, 7, -3, 11, 2, -8, -1
> CCCCCCN1C(=O)C(O)=C(C(C)=O)C1c1ccccc1[N+](=O)[O-] (stereo unspecified)
→ 13, -20, -6, -6, 6, 1, -3, 0
> Cc1ccc(O)c(-c2cc(C(F)(F)F)[nH]n2)c1
→ 5, 0, 0, 0, 13, 5, -6, -1
> CCOc1ccc(NC(=O)c2ccccc2NC(=O)CN(C)CC(=O)Nc2ccc(C)cc2)cc1
→ 15, 16, 2, 0, 16, 9, 2, -4
> Cc1ccc(NC(=O)CN2CCN(Cc3ccccc3)CC2)cc1F
→ -4, 7, 1, 1, 3, 0, 0, -7
> CC(OC(=O)/C=C/c1cccc(C(F)(F)F)c1)C(=O)NC1CCCCC1C (stereo unspecified)
→ -4, 14, 6, -1, -17, -4, -3, -9
> O=C(CSC(=S)N1CCSCC1)c1ccc(Cl)cc1
→ 14, -4, -4, 1, 13, 3, 0, -9
> O=c1oc(-c2ccco2)nc2c1cnn2-c1ccccc1
→ -6, 18, 2, 1, -14, 0, 3, -2
> CCc1ccc(NC(=O)NCC2CCN(Cc3cccc(Cl)c3)CC2)cc1
→ 0, 12, 0, -2, 12, 16, -8, 0
> Cc1c(Cl)c([N+](=O)[O-])nn1CC(=O)NCc1ccco1
→ -11, 16, -4, -2, -9, 0, -7, -2

Already shown: three of the compounds above.
Every second line gives: SENP6 block, SENP8 block-1, SENP7 inh, SENP1 inh, Apaf-1 inh, UBC13 inh, SENP8 block-2, A3G deaminase
> CCOc1ccccc1Nc1nnc(SCC(=O)N(C)C2CCS(=O)(=O)C2)s1 (stereo unspecified)
→ -2, 8, 0, 5, -1, 16, -5, -6
> CN(Cc1ccccc1)C(=O)C(C(=O)c1ccc(F)cc1)n1cc(Cl)ccc1=O (stereo unspecified)
→ -5, -5, 7, -1, 12, -2, -3, 6
> Cc1ccc(C2=NS(=O)(=O)N(C)C(C(=O)Nc3cc(C)n(CC(=O)N4CCC(C)CC4)n3)=C2)cc1
→ 1, 14, 1, 2, 10, -8, 4, -3

(continued)
Every second line gives: SENP6 block, SENP8 block-1, SENP7 inh, SENP1 inh, Apaf-1 inh, UBC13 inh, SENP8 block-2, A3G deaminase
> O=C(Cc1csc(Nc2nc(=S)[nH]c3ccccc23)n1)N1CCN(c2cccc(Cl)c2)CC1
→ 3, -20, -3, -37, -6, -10, 2, -5
> CN1CCC(OC(=O)c2cccc(Cl)c2)CC1
→ -3, -7, 1, 1, -2, 2, -2, -7
> Cc1occc1-c1nnc(SCC(=O)NCCc2ccccc2)n1Cc1ccccc1
→ -6, 4, -5, -12, 21, -11, 0, 1
> O=C(NCCCN1CCCCC1)C1CCN(S(=O)(=O)N2CCC3(CC2)OCCO3)CC1
→ -11, 14, 1, 0, 13, -7, 2, 1
> O=C1NC(NS(=O)(=O)c2ccc(Cl)cc2)(C(F)(F)F)C(=O)N1Cc1cccnc1 (stereo unspecified)
→ -16, 14, -1, 2, 1, 6, -7, -4
> CCCN1CNC(=S)N(CC2CCCO2)C1 (stereo unspecified)
→ 18, 3, 8, -2, -2, -5, -1, 0
> CCCC(=O)NC(NC1CCS(=O)(=O)C1)C(Cl)(Cl)Cl (stereo unspecified)
→ 9, -3, -2, 3, -8, 4, 4, -4
> C=CCOC(=O)C1=C[C@H](c2ccc(Br)cc2)C[C@H](OCCCCO)O1
→ -2, 2, -1, -1, 3, -4, -7, -2
> Cc1nn2c(=O)cc(COC(=O)c3ccc(NC(=O)C(C)(C)C)cc3)nc2s1
→ 6, 14, 6, 1, -8, -1, 0, -2
> Cc1ccc(OC(C)C(=O)Nc2ccc(Cl)cn2)c([N+](=O)[O-])n1 (stereo unspecified)
→ 8, -13, 2, 1, -5, 8, 7, -2
> O=C(NC(=S)Nc1ccccc1N1CCOCC1)c1ccc(-c2ccccc2F)o1
→ 4, 0, -5, 1, 12, -17, -2, -12
> COc1ccc2sc(NC(=O)c3ccco3)nc2c1
→ 90*, -193, 7, -1, 9, 4, 87*, 29
> FC(F)(F)c1cc(C(F)(F)F)c2ccc(N3CCN(c4ccc(Cl)cc4)CC3)nc2n1
→ -11, -5, -4, 11, 5, -13, -6, -6
> Fc1ccc2cnc(-c3ccccc3)c(-c3cccc(C(F)(F)F)c3)c2c1
→ -35, -4, -14, 2, 28, -11, -17, -11
> COc1ccc(CCNC(=O)CSc2nc(C)cs2)cc1
→ -10, 8, -4, 3, -3, 5, -1, -6
> Cc1cccc(N2C(=N)SCC2=O)c1C
→ 4, 17, -9, 2, -5, -7, -10, -7

Source: PubChem

Compounds were not picked by outcome; about 3.6% have a hit in one of these screens.
